Compound activity as filed in PubChem BioAssay.
C8 TRAIL sens – caspase-8 TRAIL sensitization; 360,000 compounds, 1% hits; AID 624354; inhibition (viability loss, TRAIL sensitization), % at 10 µM; NB7+C8 cells + TRAIL, ATPlite viability luminescence;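 active = compounds causing at least 50% loss of cell viability in the single-dose screen, relative to plate controls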
NOD2 RIPK2 PPI – inhibitors of human NOD2-RIPK2 interaction; O43353; CHO BLA complementation NOD2-RIPK2, CCF4 ratio; inhibition, % at 4.98 µM; 360,000 compounds, 0.38% hits; AID 624267; in the data active = inhibition above about 21%;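 also: 0% = vehicle only and 100% = reference blocker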
Target sequence (O43353 whole entry, looked up): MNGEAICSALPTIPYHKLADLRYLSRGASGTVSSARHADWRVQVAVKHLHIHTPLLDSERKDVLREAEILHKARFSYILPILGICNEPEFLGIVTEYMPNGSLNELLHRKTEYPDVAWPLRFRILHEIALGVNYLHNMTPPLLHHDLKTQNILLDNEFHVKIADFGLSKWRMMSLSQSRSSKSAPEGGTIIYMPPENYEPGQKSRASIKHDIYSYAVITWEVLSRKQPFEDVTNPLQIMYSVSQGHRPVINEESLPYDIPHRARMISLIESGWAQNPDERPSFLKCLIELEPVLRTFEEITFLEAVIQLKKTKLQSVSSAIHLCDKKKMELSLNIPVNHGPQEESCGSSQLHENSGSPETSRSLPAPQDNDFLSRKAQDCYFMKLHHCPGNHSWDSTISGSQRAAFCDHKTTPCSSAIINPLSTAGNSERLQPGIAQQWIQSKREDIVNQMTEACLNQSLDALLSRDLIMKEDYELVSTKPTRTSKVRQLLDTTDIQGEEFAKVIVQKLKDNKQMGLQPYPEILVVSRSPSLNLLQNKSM
NCOA3 inh – inhibitors of human steroid receptor coactivator 3 (SRC3); inhibition, % at 3.6 µM; Q9Y6Q9; HEK293 GAL4-SRC3 luciferase reporter, luminescence; 360,000 compounds, 0.17% hits;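 active = inhibition above a per-campaign cutoff, the mean of all compounds plus 3 SD, cut at about 60% in these data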;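 also: 0% = DMSO-treated cells and 100% = gossypol-treated cells at 36 µM; higher means less SRC3-driven luciferase light from the GAL4 reporter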
NCOA2 inhibitor – human SRC2 (NCOA2) inhibition. Q15596. HEK293 GAL4-SRC2 luciferase reporter, luminescence. inhibition, % at 9 µM. 370,000 compounds, 0.17% hits. AID 651957;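 active = inhibition above the mean inhibition of all tested compounds plus 3 SD, set per campaign, cut at about 52% in these data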;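 also: 0% = DMSO treated cells and 100% = cells given Gossypol at 36 µM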
LRH-1 inv ag – suppresses constitutive activity of human LRH-1. O00482. HEK293T StAR-luciferase reporter, LRH-1 transfected, 24 h. inhibition, % at 3.6 µM. 360,000 compounds, 0.13% hits. AID 602396;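 active = inhibition above the mean inhibition of all tested compounds plus 3 SD, cut at about 73% in these data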;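 also: 0% = DMSO wells and 100% = reporter-only cells lacking LRH-1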
Target sequence (O00482 whole entry, looked up): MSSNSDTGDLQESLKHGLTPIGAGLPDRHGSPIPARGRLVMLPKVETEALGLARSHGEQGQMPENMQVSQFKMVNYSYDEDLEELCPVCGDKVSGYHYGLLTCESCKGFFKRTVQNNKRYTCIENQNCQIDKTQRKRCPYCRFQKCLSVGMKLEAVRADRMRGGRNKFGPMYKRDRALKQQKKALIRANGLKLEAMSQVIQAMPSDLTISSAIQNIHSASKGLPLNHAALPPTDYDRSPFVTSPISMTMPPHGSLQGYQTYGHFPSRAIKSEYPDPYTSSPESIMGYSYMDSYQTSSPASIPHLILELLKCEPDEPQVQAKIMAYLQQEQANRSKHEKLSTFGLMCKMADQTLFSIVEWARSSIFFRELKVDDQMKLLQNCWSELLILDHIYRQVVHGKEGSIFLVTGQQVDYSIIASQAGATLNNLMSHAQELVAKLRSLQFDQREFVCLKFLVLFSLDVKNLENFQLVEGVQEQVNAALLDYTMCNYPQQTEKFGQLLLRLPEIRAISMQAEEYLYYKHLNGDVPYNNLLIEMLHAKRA
TROY signal inh – blocks TROY-dependent signaling in reporter cells; 360,000 compounds, 0.98% hits; inhibition, % at 10 µM; AID 1347056; Q293 LMP1-TROYcd NF-kB luciferase reporter, 4 h;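 active = compounds whose plate-normalised and pattern-corrected inhibition of the luciferase reporter signal at the single screening dose is 50% or more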
EBV LMP1 NFkB – reduces LMP1-driven NF-kappaB luciferase signal; AID 504558; 350,000 compounds, 0.69% hits; inhibition, % at 12.5 µM; LMP1-induced NF-kappaB luciferase reporter cells, luminescence; in the data active = inhibition above about 41%;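 also: 0% = neutral control wells and 100% = reference inhibitor control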
TWEAK-Fn14 inh – TWEAK-Fn14 signaling inhibition; TWEAK-stimulated Fn14 reporter cells, luciferase luminescence, 8 h; inhibition, % at 10 µM; 360,000 compounds, 2% hits; AID 1159606; in the data active = inhibition above about 50%
SRC1 inh – inhibits human SRC1 coactivator | AID 588354 | Q15788 | inhibition, % at 3.6 µM | HEK293 GAL4-SRC1 luciferase reporter, luminescence | 360,000 compounds, 0.12% hits;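 active = inhibition above the campaign mean plus 3 SD, with each screening campaign given its own cutoff, cut at about 60% in these data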;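 also: 0% = DMSO treated cells and 100% = gossypol at 36 µM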
COUP-TFII inh – blocks human COUP-TFII nuclear receptor; P24468; inhibition, % at 8.6 µM; AID 686940; 370,000 compounds, 0.7% hits; HEK293T NGFI-A luciferase reporter, luminescence;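 active = inhibition above a per-plate cutoff, mean inhibition of test wells between control levels plus 3 SD, cut at about 38% in these data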;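 also: cells cotransfected with COUP-TFII expression vector driving the NGFI-A reporter; 0% = median of COUP-TF2 test wells and 100% = reporter-only cells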
TLR9-MyD88 block – inhibitors of human TLR9-MyD88 binding; Q9NR96+Q99836; CHO BLA complementation TLR9-MyD88, CCF4 FRET ratio; inhibition, % at 4.98 µM; 340,000 compounds, 0.21% hits; AID 504734;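 active = inhibition above the mean over all tested compounds plus 3 SD, cut at about 21% in these data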;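 also: 0% = DMSO only wells and 100% = clavulanate BLA inhibitor control wells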
Numbers without * were called inactive; . = no result given. A portion of the library. The share of hits here may be higher or lower than overall.

SMILES	C8 TRAIL sens	NOD2 RIPK2 PPI	NCOA3 inh	NCOA2 inhibitor	LRH-1 inv ag	TROY signal inh	EBV LMP1 NFkB	TWEAK-Fn14 inh	SRC1 inh	COUP-TFII inh	TLR9-MyD88 block
CC(C)C(NC(=O)c1cccc(S(=O)(=O)N2CCOCC2)c1)C(=O)NCc1ccc(Cl)cc1 (stereo not drawn)	-9.4	4.0	9.2	-8.6	-36.3	14.2	5.8	2.7	-20.7	-6.7	-2.8
COc1ccc(C(=O)CSc2nc3nn(-c4ccccc4)c(=O)c-3c3n2CCCCC3)c(OC)c1	9.4	4.1	1.4	-7.2	2.9	3.6	16.5	-32.0	-8.3	-2.4	6.7
O=C(Cn1nnc(-c2cccc(C(F)(F)F)c2)n1)N1CCOCC1	1.7	6.8	6.2	-2.1	14.6	-14.8	-4.5	-10.7	10.8	5.5	1.6
CC(=O)C1=C(O)C(=O)N(c2ccc(S(N)(=O)=O)cc2)C1c1ccccc1F (stereo not drawn)	8.1	-4.6	-12.7	5.5	14.2	0.1	-5.3	7.8	-2.6	-0.4	-6.5
NC(=O)CSc1nc2cc(S(=O)(=O)N3CCOCC3)ccc2o1	-13.5	-3.5	6.3	-6.3	3.1	-2.2	-1.0	15.1	1.2	7.3	3.2
Cc1cc(Br)cn2c(Cc3ccccc3)c(-c3ccc(C#N)cc3)nc12	3.9	4.9	13.6	-13.4	18.9	4.1	.	11.8	17.9	6.6	.
O=C(COC(=O)/C=C/c1ccc2c(c1)OCO2)NCc1ccccc1	13.1	-9.4	-0.1	-5.5	11.3	5.4	-6.6	12.5	10.3	-7.1	-6.4
COC(=O)c1ccccc1NC(=O)CN1CCCCCC1	-16.0	1.7	-3.4	-4.9	-12.4	1.0	12.9	15.1	1.7	2.5	9.9
Cc1ccc(CONC(=O)c2ccc(Cl)cc2)cc1	4.3	-5.5	-50.8	-26.8	-37.6	-56.2	-14.0	-13.2	-58.4	-25.0	-7.2
COc1ccc(/C(O)=C2/C(=O)C(=O)N(Cc3cccnc3)C2c2ccncc2)cc1F (stereo not drawn)	-1.6	6.1	-9.1	2.2	-4.2	2.5	3.5	-13.4	4.5	8.2	2.3
COc1ccccc1NC(=O)CSC(N)=O	2.1	2.4	19.5	2.7	-0.4	12.2	0.4	-8.9	-5.4	-0.8	-0.2
Cc1ccc(-c2c(C#N)c(N)nc3c2CCCC3)s1	-9.5	10.4	11.8	15.9	6.5	1.3	-0.1	3.1	-14.5	-2.8	2.8
CC(=O)NC1C(=O)N(CCN2CCOCC2)c2ccc(C)cc21 (stereo not drawn)	-6.0	4.9	-5.1	.	-5.7	-1.0	-23.4	-20.6	16.1	.	-8.7
CCN1/C(=C2/SC(=S)N(C)C2=O)C=Cc2cc(C)ccc21	-6.3	5.8	10.2	13.3	-0.2	-8.6	-7.2	-16.7	-9.8	-11.6	-0.4
COc1ccccc1Nc1nc(N)nc(-c2oc3ccccc3c2C)n1	10.3	0.1	-3.5	13.5	8.2	-27.5	-3.8	-3.8	-7.8	2.8	-1.9
Cc1ccc(-c2nc(CS(=O)(=O)CC(=O)NCCN3CCOCC3)c(C)o2)cc1	7.4	1.7	5.1	17.2	-25.4	4.6	4.2	-12.0	8.3	-2.9	-10.7
O=C(O)c1cccc(CSc2ncccn2)c1	13.6	-14.9	9.6	-25.6	-22.1	-1.4	-25.9	-6.2	-21.6	-1.4	-2.9
C/C(=C1/SC(N2CCOCC2)=NC1=O)c1ccc(Br)cc1	6.7	-12.2	11.2	-4.7	4.5	3.9	2.6	2.7	-14.9	19.9	-12.4
Cc1nc(C(=O)N2CCCC(C(=O)c3ccc(Cl)cc3)C2)cs1 (stereo not drawn)	1.6	1.8	10.3	7.2	27.0	4.3	0.8	-8.9	-0.7	27.8	4.7
CCOc1cc(CNc2ncnc3nc[nH]c23)ccc1OC	11.0	-0.6	9.2	6.0	-17.2	-2.2	2.3	16.0	0.8	3.8	-2.3
O=C(NCc1cccnc1)c1cc2nc(-c3cccs3)cc(C(F)(F)Cl)n2n1	-8.8	-5.2	21.1	-3.8	5.2	-4.9	-5.6	-24.1	6.8	-3.0	-5.6
Cc1ccc(C(=O)N/N=C\c2ccc[nH]2)cn1	2.3	8.5	8.3	-43.6	1.1	-23.1	5.8	-8.5	-86.8	-3.5	-6.9
Cc1c(NC(=O)c2ccc(=O)oc2)c(=O)n(-c2ccccc2)n1C	3.8	-2.6	3.1	-14.7	5.2	-37.2	7.8	-5.9	-40.9	7.8	-0.1
COc1ccc(S(=O)(=O)NC(=O)C2(C)CCN2C(=O)Cc2ccccc2Cl)cc1OC (stereo not drawn)	-7.5	-2.7	9.0	-9.1	22.7	-6.8	.	5.6	8.3	9.2	.
O=C(Cn1ncc2c(=O)oc3ccccc3c21)NCCc1ccsc1	-0.1	1.7	2.0	-17.2	8.6	-1.4	4.9	8.4	1.6	-49.2	2.6

Further compounds follow.
SMILES	C8 TRAIL sens	NOD2 RIPK2 PPI	NCOA3 inh	NCOA2 inhibitor	LRH-1 inv ag	TROY signal inh	EBV LMP1 NFkB	TWEAK-Fn14 inh	SRC1 inh	COUP-TFII inh	TLR9-MyD88 block
CCOc1ccc2nc(NC(=O)Cn3cnc4c3c(=O)n(C)c(=O)n4C)sc2c1	8.2	-3.4	-0.6	-30.0	-14.7	2.4	-8.3	-22.3	-19.7	-3.8	3.0
O=C(NC1CCCC1)C(c1ccsc1)N(Cc1ccco1)C(=O)Cc1cccs1 (stereo not drawn)	0.9	5.5	31.7	1.9	7.9	2.9	2.8	-15.6	12.0	12.4	-7.5
c1ccc(COc2cccc(CNn3cnnc3)c2)cc1	-4.3	-1.5	17.7	7.2	5.4	4.6	-1.6	-17.8	1.1	8.1	11.9
O=C(O)Cc1ccc(NC(=O)c2ccc(NC(=O)C3CC3)cc2)cc1	-10.4	-2.3	2.4	10.9	5.3	10.6	-3.8	8.2	-15.4	-7.1	-6.7
Cc1cccn2cc(-c3cccc(S(=O)(=O)N4CCOCC4)c3)nc12	-0.4	6.5	9.1	-6.5	-6.5	-16.6	-4.6	-15.5	17.9	-9.7	6.2
CC1(C(=O)NC2CCN(Cc3ccccc3)CC2)CCN1Cc1ccc(OC(F)(F)F)cc1 (stereo not drawn)	22.5	-7.1	1.3	-14.7	-23.3	9.1	.	13.9	6.4	1.6	.
CN(C)c1ccnc(Nc2ccc(F)cc2)c1C#N	-2.2	-6.7	-1.6	-16.5	9.7	10.8	-7.7	-8.2	12.0	6.1	.
CC[C@]12c3[nH]c4ccc(OC)cc4c3CCN1C(=O)C(CC(=O)NCCCn1ccnc1)C[C@@H]2C(=O)N1CCN(C(=O)c2ccco2)CC1 (stereo partly drawn)	-7.7	-6.8	-20.0	2.7	-11.4	6.4	-0.4	-5.0	-12.2	8.8	-12.4
CCOc1ccc(OCc2nnc(SCC(=O)NC3CCS(=O)(=O)C3)n2-c2ccc(Cl)cc2)cc1 (stereo not drawn)	-0.4	-4.9	4.2	-23.1	12.6	0.1	3.7	-0.8	-3.5	0.5	-4.1
Cc1ccc(-n2c(O)c(C=NCc3ccccn3)c3ccccc3c2=O)cc1C	-7.0	-0.2	14.7	-14.7	31.1	1.2	0.0	12.6	-2.5	10.4	2.3
Cc1ccc(C2=NN(C(=O)c3ccco3)C(O)(C(F)(F)F)C2)cc1 (stereo not drawn)	-6.1	4.1	-4.5	-9.6	-14.0	1.2	-4.2	-0.1	-6.9	-24.8	4.6
COc1ccccc1-c1cn(S(=O)(=O)c2ccc(C)cc2)nc1N	-1.5	-8.1	-5.1	-3.5	-10.3	22.6	-0.2	8.9	-23.1	-5.0	2.0
O=C1CC(N(O)c2ccccc2)C(=O)N1Cc1ccccc1 (stereo not drawn)	-10.2	-0.3	13.3	6.8	6.8	-11.2	7.0	9.7	-8.4	-10.9	-14.7
CC(C)[C@H](NC(=O)OC(C)(C)C)c1cc(C(=O)N(C)CCN(C)C)c(N)s1	6.1	2.1	.	19.2	-25.5	.	.	.	.	11.4	.
CCc1ccc(CN2C(=O)c3ccccc3C2C(=O)NC(C)CC)cc1 (stereo not drawn)	-25.6	1.6	1.1	1.0	-7.8	-23.9	-8.0	9.0	-26.4	19.1	5.5
CC(NS(=O)(=O)c1cccc(Cl)c1)C(=O)N(C)C1CCN(C)CC1 (stereo not drawn)	-6.2	5.5	-12.2	7.8	4.2	2.1	4.1	12.3	-5.2	15.0	-7.4
CC1=C(C(=O)c2ccccc2)C(c2ccc(O)cc2)NC(=S)N1 (stereo not drawn)	-5.4	-10.4	6.7	3.8	-4.4	-7.0	3.5	-3.1	-16.2	11.7	3.4
O=C(NCc1ccccc1)c1ccc(N2CCC3(CC2)CC(c2ccccc2)=NO3)c([N+](=O)[O-])c1	8.7	-5.6	2.3	7.5	0.1	-3.3	13.2	2.2	-5.2	9.2	-5.8
O=c1cc(-c2ccco2)nc(-c2cccs2)o1	4.8	4.8	4.0	-3.5	5.0	7.7	-0.4	-12.3	4.3	11.4	-4.3
C=CCOc1ccccc1CNCCNC(=O)c1nonc1N	-6.6	2.2	13.4	-19.9	17.2	2.6	3.6	-5.6	-4.0	-10.1	-8.2
CCOc1ccc(NC(=O)c2ccc(NC(=O)CN3C(=O)C(=O)N(CC(C)C)C3=O)cc2)cc1	37.8	5.8	5.6	18.9	-7.8	4.7	-5.3	-46.8	-7.4	-0.3	1.4
COc1ccc2cc(C(=O)C3CCCN(C(=O)c4sc(C)nc4C)C3)ccc2c1 (stereo not drawn)	4.3	-2.3	5.3	7.1	-7.6	-8.9	-4.1	-10.3	-10.6	-13.1	-6.6
COc1ccc(S(=O)(=O)N(Cc2cccnc2)Cc2cc3ccccc3[nH]c2=O)cc1	-1.7	2.8	10.1	6.4	4.8	-0.8	5.8	10.8	8.5	-2.1	-11.8
CC(Oc1ccccc1)C(=O)N=C1SC2CS(=O)(=O)CC2N1c1ccccc1 (stereo not drawn)	-25.4	11.9	7.1	-14.7	-13.1	-9.8	-0.8	-0.7	2.6	-5.6	1.1
CC(C)COc1ccc(-c2nnc(-c3ccncc3)o2)cc1	12.2	1.2	-63.0	-52.9	-80.9	-3.4	-22.0	19.8	-56.4	-27.7	-5.8
CCn1nc(C(=O)N2CCc3ccccc3C2)c2ccccc2c1=O	19.0	-4.3	-3.4	-2.0	-5.4	-3.3	1.1	-6.4	-3.8	3.1	4.4
COn1c(SCc2cccnc2)nc2ccccc2c1=O	40.7	-12.4	7.7	0.7	-6.3	-23.6	-5.0	5.9	-13.3	18.3	-4.1
Cc1ccccc1Nc1nc(N)nc(COC(=O)/C=C/c2ccco2)n1	-2.1	1.9	-4.5	4.6	-2.5	9.6	7.5	-3.0	-6.3	7.5	2.6
Cc1csc(=O)n1CC(=O)Nc1ccc(Cl)c(Cl)c1	-0.4	2.8	6.8	-6.4	-20.2	2.4	2.2	1.2	-13.0	-11.9	6.9
CCc1c(O)nc(SCC(=O)Nc2ccccc2)n(-c2ccccc2C)c1=O	-7.9	-2.8	12.1	-6.5	15.7	-12.3	3.7	-14.2	-6.0	8.6	3.8
